High-throughput results: PubChem BioAssay, The Scripps Research Institute Molecular Screening Center
DDE Tn7 FP inh: DD(E)-Tn7 binding inhibition, primary FP screen; P02675; FP displacement of FITC-Tn7 peptide from fibrin DD(E); 0% = median of compound wells per plate; inhibition, % at 8.3 µM; actives 0.13% (n = 370,000); AID 720508;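 active means inhibition above the mean of compounds falling within the control limits plus 3 SD of them, cut at about 14% in these data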;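 further: 0% = plate median of compound wells and 100% = 10 µM Aha-Tn7 peptide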
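Assay system: Human clot-derived fibrin DD(E) complex | Buffer or medium: Tris/NaCl/CaCl2 buffer, pH 7.8 | Repeats: One replicate per compound | Benchmarks: Aha-Tn7 high control | Measure: % inhibition scaled between sample-field median and high-control FP | Schedule: 10 min plus 3 h, room temperature | Signal: Fluorescence polarization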
ADAM10 inh: inhibits human ADAM10. recombinant ADAM10, EDANS/DABCYL FRET peptide cleavage, 3 h. actives 0.62% (n = 370,000). AID 720582. inhibition, % at 7 µM;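 active means inhibition above a per-campaign cutoff equal to the mean of compounds falling between control-based bounds plus 3 SD, cut at about 20% in these data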;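 further: 0% = DMSO wells while the 100% control is not disclosed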
ADAM17 inh: ADAM17 inhibition, QFRET primary screen; P78536; recombinant ADAM17, EDANS/DABCYL FRET peptide cleavage; inhibition, % at 6.95 µM; actives 0.83% (n = 370,000);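 active means inhibition above the mean of compounds lying between control limits plus 3 SD, set per campaign, cut at about 8.5% in these data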;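 further: 0% = DMSO-only wells as the low control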
KLK7 zymogen act: activators of human kallikrein-7 zymogen | purified proKLK7, EDANS-DABCYL substrate fluorescence; 100% is mature enzyme control, 0% vehicle | activation, % at 7 µM | actives 0.9% (n = 370,000) | AID 652039;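 active means activation above the mean of all tested compounds plus 3 SD, computed per campaign excluding outliers beyond control limits, cut at about 13% in these data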
ASAP1 inh: blocks human ASAP1-stimulated Arf1 GTP hydrolysis. Q9ULH1. GDP FP detection. inhibition, % at 16.5 µM. actives 0.19% (n = 360,000); in the data active means inhibition above about 25%;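 further: 0% = vehicle with enzyme and substrate and 100% = no enzyme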
TDP2 inh: blocks human TDP2 phosphodiesterase activity | O95551 | recombinant TDP2, T5PNP hydrolysis, p-nitrophenol absorbance 415 nm | inhibition, % at 12.8 µM | actives 0.34% (n = 370,000) | AID 720702;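 active means inhibition above the mean of all tested compounds plus 3 SD, set per campaign, cut at about 25% in these data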;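 further: 0% = DMSO with enzyme and 100% = buffer with substrate but no TDP2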
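Evaluation: % inhibition relative to enzyme-containing and enzyme-free wells. Material: recombinant human TDP2. Benchmarks: enzyme-free and DMSO wells. Timing: enzyme reaction with compound for 2 h at 37 °C. Compound dosing: 12.8 µM only. Measured by: p-Nitrophenol epi absorbance. Reagent: T5PNP substrate at 5 mM, a TopII-DNA adduct mimic. Replication: single well per compound.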
ARFGAP1 inhibitor: rat ARFGAP1 inhibition; Q62848; Arfgap1-stimulated ARF1 GTP hydrolysis, GDP FP detection; inhibition, % at 16.5 µM; actives 0.26% (n = 360,000);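 active means inhibition above a per-plate limit, mean inhibition of low control wells plus 3 SD, cut at about 25% in these data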;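 further: 0% = DMSO wells with enzyme and 100% = wells lacking Arfgap1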
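Repeats: one replicate per compound; assay system: rat Arfgap1 catalytic domain, aa 1-136; times: enzyme reaction 120 min at 25 °C after 20 min preincubation; detection: FP of antibody-bound GDP Alexa 633 tracer, ex 620/em 688 nm; benchmarks: high control wells lacking Arfgap1, low control full reaction with DMSO; reagent: human ARF1(Δ1-17)-GTP substrate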
Tn6 DDE FP: disrupts Tn6 cyclic peptide binding to fibrin D-Dimer-E complex; P02675; Fibrin DD(E) TRITC-Tn6 fluorescence polarization displacement; inhibition, % at 8.3 µM; actives 0.21% (n = 370,000);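 active means inhibition above a per-campaign cutoff: mean of compounds within control limits plus 3 SD, cut at about 15% in these data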;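 further: 0% = median of all compound wells on the plate and 100% = blocking peptide control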
LEDGF integ inh: blocks HIV-1 LEDGF/p75-dependent DNA integration. TR-FRET IN-LEDGF/p75 DNA integration, Eu/Cy5. inhibition, % at 3.7 µM. actives 0.64% (n = 370,000). AID 743269;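 active means inhibition above the screen-wide mean plus 3 SD, cut at about 13% in these data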;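 further: signal is the Cy5 over europium emission ratio at 671 and 618 nm; 0% = plate median of compound wells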
PLC-gamma1 inh: blocks human PLC-gamma1 enzyme activity. P19174. purified PLC-gamma1, fluorogenic substrate, fluorescence. inhibition, % at 12.2 µM. actives 0.84% (n = 370,000); in the data active means inhibition above about 9.5%
Target sequence (P19174 whole entry, looked up): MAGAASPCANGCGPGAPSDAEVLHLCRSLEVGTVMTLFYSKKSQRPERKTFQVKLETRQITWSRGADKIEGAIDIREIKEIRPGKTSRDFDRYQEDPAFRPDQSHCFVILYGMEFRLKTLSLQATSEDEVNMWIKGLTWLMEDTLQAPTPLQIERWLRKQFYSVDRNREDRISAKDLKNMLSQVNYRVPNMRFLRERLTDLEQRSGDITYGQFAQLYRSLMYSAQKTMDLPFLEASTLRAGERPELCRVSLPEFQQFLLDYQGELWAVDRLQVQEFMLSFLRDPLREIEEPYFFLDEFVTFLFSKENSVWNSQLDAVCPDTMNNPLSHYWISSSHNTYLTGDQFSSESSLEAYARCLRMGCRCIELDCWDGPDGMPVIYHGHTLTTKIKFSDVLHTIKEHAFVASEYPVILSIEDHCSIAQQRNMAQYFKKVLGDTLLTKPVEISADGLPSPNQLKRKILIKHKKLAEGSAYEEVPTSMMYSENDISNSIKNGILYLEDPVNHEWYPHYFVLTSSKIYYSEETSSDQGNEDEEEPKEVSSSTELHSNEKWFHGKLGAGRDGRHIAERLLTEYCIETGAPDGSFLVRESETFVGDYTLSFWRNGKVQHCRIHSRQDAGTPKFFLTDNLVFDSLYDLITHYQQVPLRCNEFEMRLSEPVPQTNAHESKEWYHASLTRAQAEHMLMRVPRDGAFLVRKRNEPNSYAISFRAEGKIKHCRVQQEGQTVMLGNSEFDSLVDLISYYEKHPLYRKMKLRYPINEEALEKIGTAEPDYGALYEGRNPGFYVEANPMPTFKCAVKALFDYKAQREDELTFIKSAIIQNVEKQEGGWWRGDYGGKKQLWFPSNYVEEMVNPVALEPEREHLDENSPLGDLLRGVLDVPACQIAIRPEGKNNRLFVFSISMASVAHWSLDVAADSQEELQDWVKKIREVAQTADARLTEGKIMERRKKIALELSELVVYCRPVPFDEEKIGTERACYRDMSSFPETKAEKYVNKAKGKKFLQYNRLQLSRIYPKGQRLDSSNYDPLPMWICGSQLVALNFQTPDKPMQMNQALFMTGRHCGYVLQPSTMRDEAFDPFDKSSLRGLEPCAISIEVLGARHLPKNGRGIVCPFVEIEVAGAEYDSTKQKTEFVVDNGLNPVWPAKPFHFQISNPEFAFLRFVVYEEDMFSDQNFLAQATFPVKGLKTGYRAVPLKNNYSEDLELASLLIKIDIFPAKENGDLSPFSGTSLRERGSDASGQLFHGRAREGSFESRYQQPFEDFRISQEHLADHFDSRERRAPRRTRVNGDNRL
* = called active by the depositor; i = inactive.

TDP2 inh,ADAM17 inh,ARFGAP1 inhibitor,DDE Tn7 FP inh,PLC-gamma1 inh,LEDGF integ inh,KLK7 zymogen act,Tn6 DDE FP,ADAM10 inh,ASAP1 inh,canonical_smiles
-20,-9,-4,1,-1,0,-1.0,-8,-7,-8,O=C1CCc2cc(S(=O)(=O)NCCc3ccc(Cl)cc3)cc3c2N1CC3
-3,-1,6,-2,1,5,0.4,-2,-12,-1,COC(=O)[C@H](CO)NS(=O)(=O)c1ccc(C)cc1
-9,5,-2,2,-1,-2,-0.5,1,5,-5,CCn1c(SCC(=O)Nc2ccccc2F)nc2c(c1=O)SC(C)C2 (stereo unspecified)
3,-1,0,0,-1,-4,0.3,-2,0,3,Cc1cc(C)cc(N2CN=C3SCC(=O)N3C2)c1
-1,0,5,-4,6,-4,0.5,-7,-3,-9,Cc1ccc(C)c(C(=O)CN2C(=O)c3ccccc3C2=O)c1
16,-4,-17,8,-5,-2,-0.1,6,-5,12,COc1ccc(Cc2n[nH]c(=S)n(N)c2=O)cc1
-10,3,3,-1,-1,-2,-0.1,6,-11,16,COc1ccc(C2=[N+]([O-])C(C)(C)N(O)C2C)cc1 (stereo unspecified)
-7,5,-2,3,3,0,0.7,-2,10,-7,Cn1c(SCC(=O)NC2CCCCC2)nnc1-c1cc2ccccc2o1
-6,4,6,-4,6,-4,-0.3,-7,-5,10,CCOC(=O)N1CCN(Cc2nc3c(c(=O)n(C)c(=O)n3C)n2Cc2ccccc2C)CC1
-4,0,9,0,4,-4,-0.6,1,-6,5,O=S(=O)(NCC(c1ccccc1)N1CCC(O)CC1)c1ccc(Cl)cc1 (stereo unspecified)
-1,2,7,-2,0,0,0.3,-6,-8,1,CCOc1ccc(/C=N/NC(=O)C2CC2)c(OCC)c1
-9,-7,10,2,1,0,-0.2,-3,-17,1,CCSc1nc(C(F)(F)F)cc(=O)n1-c1ccccc1
-16,-6,1,7,2,-5,0.0,2,-10,5,CC(C)Cc1ccc(C(C)C(N)=NCCc2ccccc2)cc1 (stereo unspecified)
2,-127,-15,4,-264,2,-5.4,-4,i,-1,CCCn1nc2cc(C(=O)NCc3ccccc3OC)ccc2c1OCC
4,-1,13,-4,3,-7,-0.3,-4,-14,1,O=C(O)CC1(CC(=O)NCc2cc(F)cc3c2OCOC3)CCCCC1
8,-1,-3,1,1,-1,-0.1,6,-3,0,O=c1[nH]c(C2CCCN(S(=O)(=O)c3ccccc3)C2)nc2c1nnn2Cc1ccccc1Br (stereo unspecified)
12,3,11,2,2,-3,-0.4,-4,9,13,O=C(Nc1cnn(Cc2c(Cl)cccc2Cl)c1)C(c1ccccc1)c1ccccc1
-3,-3,-13,-4,-2,-5,0.5,4,-6,-9,O=C(CC(c1ccccc1)c1ccccc1O)NCc1ccccc1 (stereo unspecified)
9,-2,1,-1,0,-2,0.1,3,-6,3,CCN(CC)CCC(=O)NN
-2,-1,8,-10,-30,-2,-3.5,-2,-2,-8,CC(=O)Nc1ccc(Nc2nc(C(F)(F)F)nc3c2nnn3Cc2ccccc2Cl)cc1
-17,2,-7,-11,0,6,-0.1,2,-3,9,CCCCN(C)C(=O)Cn1nc(-c2ccc(Cl)cc2)ccc1=O
0,-2,-2,15*,3,-1,-0.1,1,4,-1,Cc1nnc2n1N=C(c1ccc3c(c1)NC(=O)CO3)CS2
-5,4,5,3,4,4,0.1,7,0,11,COc1ccc(S(=O)(=O)N2CCC(C(=O)NCCc3c[nH]c4ccccc34)CC2)cc1
9,0,-23,1,-1,2,0.2,1,-5,-12,COC1CCN(C(=O)c2ccc3oc(Cc4ccc(Cl)cc4)nc3c2)CC1
-5,-202,-3,-6,i,5,137*,-6,i,-6,CC[C@]12c3[nH]c4cc(-c5ccco5)ccc4c3CCN1C(=O)[C@@H](CC(=O)NCCCOC)C[C@@H]2C(=O)N1CCN(C(=O)c2ccco2)CC1

The last two records of the part before are carried over, then new ones follow.
TDP2 inh,ADAM17 inh,ARFGAP1 inhibitor,DDE Tn7 FP inh,PLC-gamma1 inh,LEDGF integ inh,KLK7 zymogen act,Tn6 DDE FP,ADAM10 inh,ASAP1 inh,canonical_smiles
9,0,-23,1,-1,2,0.2,1,-5,-12,COC1CCN(C(=O)c2ccc3oc(Cc4ccc(Cl)cc4)nc3c2)CC1
-5,-202,-3,-6,i,5,137*,-6,i,-6,CC[C@]12c3[nH]c4cc(-c5ccco5)ccc4c3CCN1C(=O)[C@@H](CC(=O)NCCCOC)C[C@@H]2C(=O)N1CCN(C(=O)c2ccco2)CC1
5,-4,-4,-1,-9,12,0.6,5,10,2,NC(=O)/C(=C/c1ccco1)C(N)=S
4,-7,2,2,-3,-5,0.7,3,-23,-11,COc1ccc(-c2nn(Cc3ccccc3)cc2C(=O)N2CCN(c3ccccn3)CC2)cc1OC
8,-15,-6,2,-43,1,-1.8,-4,-48,-15,COc1cc(S(=O)(=O)N2CCOCC2)ccc1NC(=O)CN1c2cccc3cccc(c23)S1(=O)=O
-1,-8,2,2,-1,4,0.5,0,-11,-3,CNC(=O)c1c(Cl)cnn1-c1ccc(F)cc1
17,-4,4,-8,-2,1,0.2,0,-5,8,CCOC(=O)c1cnc2c(CC)cccc2c1NCCN1CCOCC1
3,-4,1,0,-1,1,0.6,1,0,-6,O=C(O)CN1C(=O)c2cccc(Oc3ccc(Cl)cc3)c2C1=O
-9,-2,10,4,-2,-4,0.3,-2,0,-7,C=CCn1c(C)cc(C(=O)COC(=O)C2CC(=O)N(CCc3ccc(OC)c(OC)c3)C2)c1C (stereo unspecified)
10,-1,2,-1,-1,-2,0.4,3,8,2,S=C(NCCCCc1ccccc1)NCc1ccccc1
6,-1,-8,1,-4,1,0.7,4,4,-8,CN(C(=O)c1ccc(NC(=O)Cc2ccc(NC(=O)C3CCN(C(=O)c4ccccc4)CC3)cc2)cc1)C1CCCC1
-12,-4,-6,0,0,1,-0.9,-9,0,-8,Cc1ccc(N(CC(=O)Nc2ccccc2C(=O)N2CCOCC2)S(C)(=O)=O)cc1
8,-13,4,-2,-33,0,2.2,-1,-22,-3,COCCn1nnnc1C1(N(Cc2cc3cc(C)ccc3[nH]c2=O)CC2CCCO2)CCN(C)CC1 (stereo unspecified)
-8,-3,0,-5,3,0,1.4,7,5,2,CCc1ccc(CN2CCCC(C(=O)Nc3ccc(-c4cscn4)cc3)C2)o1 (stereo unspecified)
-18,8.9*,2,-1,2,6,-0.8,-10,22*,2,CCN(c1ccccc1)S(=O)(=O)c1ccc(C(=O)Nc2cccc(NC(C)=O)c2)cc1
-8,0,-9,2,1,-1,0.3,5,1,-16,COc1ccc(NC(=O)Nc2cccc3c2O[C@H](CN(C)S(C)(=O)=O)[C@@H](C)CN([C@H](C)CO)C3=O)cc1
-10,-1,10,4,0,0,0.2,5,-6,2,O=C(NNC(=O)C1CCCO1)c1ccc(Cl)cc1 (stereo unspecified)
-4,-3,2,0,-7,3,-0.8,2,-3,4,Cc1cc(C)nc(NC(=O)CSc2nc3ccccc3s2)n1
8,-5,-15,2,-1,-1,0.3,0,-15,5,COC(=O)C(CCSC)NC(=O)c1cc2c(n(-c3ccccc3)c1=O)CC(C)(C)CC2=O (stereo unspecified)
-5,-5,4,1,0,4,0.0,0,-6,4,Nc1nc(NCc2ccccc2)nc(Nc2cccc(F)c2)c1[N+](=O)[O-]
6,0,-2,-3,2,3,0.3,10,0,2,CC1=C(C(=O)N(C(C)C)C(C)C)CC(CC(=O)NCCCN(C)C)C(=O)N1Cc1ccccc1 (stereo unspecified)
-13,6,4,-5,3,1,0.5,-3,2,0,N#CCc1ccccc1C(=O)OCC(=O)N(Cc1ccccc1)Cc1ccccc1
-1,4,10,-1,0,-5,0.7,2,-11,-19,COc1ccccc1CNC(=O)C(=O)NCCC1CCCCN1S(=O)(=O)c1ccc(C)cc1 (stereo unspecified)
-3,-2,4,0,-1,-1,-0.1,5,-4,-21,COc1ccc(Cc2nnc(NC(=O)C3CC(=O)N(c4ccccc4C)C3)s2)cc1OC (stereo unspecified)
3,-2,-2,2,2,3,-0.4,-3,0,0,O=C(NCCCN1CCOCC1)NC12CC3CC(CC(C3)C1)C2
-11,-6,-3,4,0,0,-0.6,1,1,2,Cc1cccc(NC(=S)NCC(c2cccnc2)N2CCOCC2)c1C (stereo unspecified)
1,1,6,-6,-1,4,-0.2,-7,-3,-11,COCCNC(=O)COc1ccc(C)cc1C(=O)c1cc(C#N)c(=O)n(C2CC2)c1
-30,1,-22,-5,12*,3,-0.7,6,3,7,CCCCn1c(N)c(N(CC)C(=O)c2ccccc2F)c(=O)[nH]c1=O
0,-3,-15,0,-10,0,-1.4,-8,-23,-11,Cc1nn(C)c(C)c1N=Cc1c(O)ccc2ccccc12
-3,-2,-6,-4,2,2,0.6,1,0,-2,CC(C)c1c(C(=O)N/N=C/c2cccs2)nnn1-c1nonc1N

Rows were taken by chance. About 4.2% of those tested had a hit in this group.
